High-throughput results: PubChem, The Scripps Research Institute Molecular Screening Center
SRC3 TRFRET art: counter-screen for PPARgamma SRC-3 recruitment agonists: TR-FRET artefact | AID 1048 | TR-FRET ratio at 8 µM | PPARgamma/SRC-3 format; active compounds read high | 99,000 compounds, 0.39% hits; in the data active means TR-FRET ratio above about 2000; further: inactives centre near 1600; reference of the scale not given here
SRC1 TRFRET art: counter-screen for PPARgamma SRC-1 recruitment agonists: TR-FRET artefact; 99,000 compounds, 0.34% hits; TR-FRET detection artefact counter-screen, emission ratio; active compounds read high; TR-FRET ratio at 8 µM; in the data active means TR-FRET ratio above about 2300; further: inactives centre near 1800; reference of the scale not given here
An asterisk follows results filed as active.

SMILES	SRC3 TRFRET art	SRC1 TRFRET art
O=C1N=C(N2CCN(c3ccccc3)CC2)S/C1=C\c1ccco1	1614	1756
COc1ccccc1C(NC(=O)C1CCCCC1)c1c(O)ccc2ccccc12 (stereo unspecified)	1549	1300
C/C(=N\NC(=O)CCn1nc(C)cc1C)C(C)(C)C	1678	1873
CC(C)NC(=O)NC(=O)COC(=O)c1ccccc1F	1341	1701
CN=c1sc(C(=O)Nc2cccc(Cl)c2)cc(=O)n1C	1648	1958
O=C(Nc1ccc(Cl)c(Cl)c1)N1N=CCC1c1ccccc1 (stereo unspecified)	1608	1609
Cc1ccc2c(c1)NC(c1cccs1)C1=C(CC(C)(C)CC1=O)N2 (stereo unspecified)	1508	1623
CCS(=O)(=O)N1CCN(c2ccc(C(=O)NC34CC5CC(CC(C5)C3)C4)cc2[N+](=O)[O-])CC1	1675	1940
CCOC(=O)N/N=C/C=C/c1ccccc1[N+](=O)[O-]	1609	1803
CCN(CC)c1ccc(C(=O)OCC(=O)Nc2ccccc2-c2ccccc2)cc1	1804	2184
Cc1ccc(N(CC(=O)Nc2ccccc2-c2ccccc2)S(=O)(=O)c2ccccc2)c(C)c1	1591	1952
CC(C)(C)CC(=O)NCc1cccs1	1311	1680
O=C(CSc1nnc(Nc2ccccc2)s1)NCCN1C(=O)CSC1=O	1623	1856
C#CCOCCOCCOCCNc1nc(N2CCN(C(=O)[C@H]([C@@H](C)CC)n3cc([C@@H](N)CC(C)C)nn3)CC2)nc(N2CCN(C(=O)[C@H](Cc3ccc(O)cc3)n3cc([C@@H](N)CC(C)C)nn3)CC2)n1	1554	1580
CCc1nn2cc(-c3ccccc3)nc2s1	1495	1811
CC(C)CNC(CC(=O)O)c1ccccc1 (stereo unspecified)	1256	2071
CC1=[N+](C)N(c2ccccc2)C(=O)C1N=Cc1ccccc1Cl (stereo unspecified)	1565	1801
CCNC(=S)N1CCn2cccc2C1c1ccc(F)cc1 (stereo unspecified)	1646	1729
C/C(=N\NC(=O)Cc1c[nH]c2ccccc12)c1ccc2ccccc2c1	1453	1422
O=C(CSc1nc(-c2ccccc2)nc2c1Cc1ccccc1O2)Nc1ccc(C(=O)O)cc1	1434	1650
CC(C)c1cc(CN2CCN(Cc3ccc(F)c(F)c3)C(CCO)C2)[nH]n1 (stereo unspecified)	1568	1867
CCC1Oc2ccc(C)cc2N(CC(=O)NCc2cccs2)C1=O (stereo unspecified)	1575	1790
CCOC(=O)c1sc(N)c(C(N)=O)c1C	1470	1587
CN1CCN(NC(=O)c2cccc(Br)c2)CC1	1553	1742
COC(=O)c1ccccc1NC(=O)N1CCN(Cc2ccco2)CC1	1640	1786
CCOC(=O)c1ccc(Nc2cc(C)nc(-c3ccccc3O)n2)cc1	1548	1907
Cc1ccc(-c2nc(CSc3nc4ccccc4c(=O)n3C)cs2)cc1	1485	2089
C/C(=N/OC(=O)C1CC1c1ccccc1)c1ccccc1 (stereo unspecified)	1426	1689
Cc1cc(C)n2nc(C(=O)N(C)C(c3ccccc3)c3ccccc3)nc2n1	1571	1415
COC(=O)/C(=C/c1ccc(F)cc1)NC(C)=O	1698	2039

A few values from the results shown:
Reading of COC(=O)c1ccccc1NC(=O)N1CCN(Cc2ccco2)CC1 under SRC3 TRFRET art: 1640
Reading of CC1=[N+](C)N(c2ccccc2)C(=O)C1N=Cc1ccccc1Cl (stereo unspecified) under SRC3 TRFRET art: 1565
Reading of C/C(=N\NC(=O)Cc1c[nH]c2ccccc12)c1ccc2ccccc2c1 under SRC1 TRFRET art: 1422

Following part.
SMILES	SRC3 TRFRET art	SRC1 TRFRET art
CN(C)CCN(C(=O)c1ccc2c(c1)OCCO2)c1nc2ccc(Cl)cc2s1	1821	1816
COc1cc(Nc2cc(C)nc3ncnn23)cc(OC)c1OC	1596	1825
[O-]/[N+](=C\c1ccncc1)c1ccc(Br)cc1	1696	1868
COC1=NS(=O)(=O)c2ccccc21	1691	2132
COc1ccc(NC2=CC(c3ccc(OC)c(OC)c3)N(c3ccc(OC)cc3)C2=O)cc1 (stereo unspecified)	1860	1962
COc1ccc(/C=C/C(=O)Nc2nc(N)n(-c3ccccc3)n2)cc1	1879	1895
Cc1ccccc1-n1c(SCC(=O)N(C)C2CCS(=O)(=O)C2)nc2ccccc2c1=O (stereo unspecified)	1436	1889
CCC(C)(C)NC(=O)Cn1c(-c2ccccc2)cc(C(C)=O)c1C	1741	1916
CC(C)(C)C1CCC(C(=O)OCC(=O)N2CCN(C(=O)c3ccco3)CC2)CC1 (stereo unspecified)	1719	2055
COc1ccccc1-n1c(-c2cc(-c3ccc(F)cc3)n[nH]2)n[nH]c1=S	1620	1844
CC(C)(C)NC(=O)COc1ccc(CNc2ncn[nH]2)cc1	1360	1625
CCc1ccc(NC(=S)Nc2ccc(S(=O)(=O)Nc3ncccn3)cc2)cc1	1547	1873
CCCCC(=O)Nc1ccccc1C#N	1604	1797
COc1ccc(C(=O)N(c2ccccn2)C2CCCCC2)c(OC)c1	1354	1758
Cc1cc(C)c(S(=O)(=O)NCCCn2ccnc2)c(C)c1	1327	1646
Cc1ccc(N(CC(=O)NCC2CCCO2)C(=O)CCC(=O)Nc2ccccn2)cc1 (stereo unspecified)	1274	1781
CN(CC(=O)N1CCN(c2ccccn2)CC1)S(=O)(=O)c1cccc2nsnc12	1697	2117
O=C(N/N=C/C=C\c1ccco1)c1cccs1	1351	1795
Cc1ccc(S(=O)(=O)N2CCOCC2)c(C)c1NS(C)(=O)=O	1509	1861
c1ccc(COc2ccc(OCCN3CCCC3)cc2)cc1	1491	1653
Cc1cc(C(=O)OCC(=O)Nc2cc(S(=O)(=O)N(C)C)ccc2C)c2ccccc2n1	1499	2001
COc1ccc(S(=O)(=O)N(C(=O)c2ccco2)c2cc3sc(=O)oc3c3ccccc23)cc1	1321	1665
COc1cc(C2C(N3C(=O)c4ccccc4C3=O)C(=O)N2c2cccc(C)c2)cc(OC)c1OC (stereo unspecified)	1541	1812
Cc1cccc(NC(=O)c2cc(-c3ccccn3)nc3ccccc23)c1C	1562	1832
CCCc1sc(N2CCCC(C(N)=O)C2)nc1-c1ccccc1 (stereo unspecified)	1483	1829
O=c1[nH]c2cc3c(cc2cc1CN(Cc1ccco1)C(=S)NCCCN1CCOCC1)OCCO3	1522	1547
Cc1cc(C)cc(OCC(=O)NNC(=O)C2CCCO2)c1 (stereo unspecified)	1659	1860
CCC(CC)c1nnc(NC(=O)c2cc([N+](=O)[O-])ccc2N2CCCCC2)s1	1420	1894
COc1ccc(Br)cc1CN(C)CC(=O)Nc1cc(Cl)cc(Cl)c1	1620	1792
Cc1ccc(-n2ncc3c(SCc4ccccc4)ncnc32)cc1	1715	1889
Cc1c(C(=O)OC2CCCC2)[nH]c2c1C(=O)CC(c1ccco1)C2 (stereo unspecified)	1402	1573
Cc1ccc[n+](CC(=O)Nc2nc3ccccc3s2)c1	1540	1749
COc1cc(CC(=O)OCC(=O)Nc2cccc([N+](=O)[O-])c2)cc(OC)c1OC	1717	1785
Cc1ccc(C)n1CCN1CCN(C(=O)CC#N)CC1	1300	1580
CCCCOC(=O)c1ccc(NC(=S)NC(=O)c2c(Br)c(C)nn2C)cc1	1625	1843
C=CCOC(=O)C1=C[C@@H](c2ccccc2)C[C@@H](OCc2ccc(CO)cc2)O1	1489	1475
CCOc1ccc(S(=O)(=O)Nc2ccc3c(c2)c2c(n3S(=O)(=O)c3ccc(OCC)cc3)CCCC2=O)cc1	1600	1982
O=C(Nc1ccc2c(c1)OCCO2)c1cccnc1	1487	1738
Cc1ccc(/C=N/NC(=O)CC(=O)NCc2cccnc2)cc1	1618	1723
O=C(CN1CCC(Cc2ccccc2)CC1)NC(=O)NCc1ccccc1	1477	1542
Clc1cccc(Cl)c1CSc1nnc2ccccn12	1467	1966
COC(=O)CN1C(=O)N/C(=C/c2ccc(OC)c(C)c2OC)C1=O	1320	1569
CC(c1ccccc1)n1cnc2ccccc21 (stereo unspecified)	1487	1787
COCCn1nnnc1SCC(=O)c1ccccc1	1658	1713
CCN(CC(=O)NCc1cccs1)C(=O)c1cccc(S(=O)(=O)N2CCc3ccccc32)c1	1513	1967

An excerpt of these results, with values under each structure:
Each structure is followed by: SRC3 TRFRET art	SRC1 TRFRET art
C=CCOC(=O)C1=C[C@@H](c2ccccc2)C[C@@H](OCc2ccc(CO)cc2)O1
 : 1489	1475
CCOc1ccc(S(=O)(=O)Nc2ccc3c(c2)c2c(n3S(=O)(=O)c3ccc(OCC)cc3)CCCC2=O)cc1
 : 1600	1982

(listing goes on)
SMILES	SRC3 TRFRET art	SRC1 TRFRET art
CN(C)c1ccc(/C=N\NC(=O)c2ccc(Cn3cc(Cl)cn3)cc2)cc1	1381	1945
Cc1cccc(C)c1NC(=O)N1C2CCC1CC(O)(c1cccnc1)C2 (stereo unspecified)	1603	1611
Cc1ccc(S(=O)(=O)Nc2ccc(N3CCOCC3)cc2)cc1[N+](=O)[O-]	1595	1864
COc1ccc(CCNC(=O)CSc2nc3[nH]ncc3c(=O)n2-c2ccc(Br)cc2)cc1OC	1568	1778
Cc1cccc(NC(=O)C2(c3cccs3)CCOCC2)c1	1743	1738
N#Cc1ccc(-c2cccnc2)nc1SCC(=O)Nc1sc2c(c1C#N)CCC2	1615	2108
COc1ccccc1NC(=O)COc1ccccc1C(=O)c1cnn(-c2ccccc2)c1	1578	1809
COc1cc(/C=C/C(=O)OCc2c(C)noc2C)ccc1OC(F)F	1709	2110
C#CCNC(=O)C1=C[C@@H](c2cn(C(C)=O)c3ccccc23)C[C@@H](OCc2ccc(CO)cc2)O1	1549	1796
O=C(NC(NC(=S)Nc1c(Cl)cc(Cl)cc1Cl)C(Cl)(Cl)Cl)OCc1ccccc1 (stereo unspecified)	1473	1565
Cn1nnnc1SCc1cccc2ccccc12	1727	1994
CC(=O)Nc1ccc(Nc2cc(C)nc3c(-c4ccccc4)c(C)nn23)cc1	1501	1667
CCN(CC)N=Nc1cccc(NC(C)=O)c1	1746	2040
N#C/C(=C\c1ccc(Cl)cc1)c1nc2ccccc2o1	1615	1734
NC(=O)c1c(NC(=S)Nc2ccccc2)sc2c1CCCC2	2002	2381*
N#CC1=C(N)C(C#N)(C#N)[C@H](c2ccncc2)[C@H]2CN(C(=O)OCc3ccccc3)CC=C12	1848	1844
CCCOC(=O)c1cc(-c2ccc(C=O)o2)ccc1Cl	1663	1665
COC1(NC(=O)c2ccccc2)C(C)=CC(=O)C=C1C	1533	1898
O=c1cc(-c2ccccc2)nc(SCc2ccccc2F)[nH]1	1635	2006
COc1cc(C(C)=O)ccc1COc1ccc(C(=O)OCC(N)=O)cc1OC	1294	1787
CC(C)(C)C1CCC(=NNC(=S)NCc2ccccc2)CC1 (stereo unspecified)	1599	1899
Cc1cccc(C2=N/C(=C\c3cccs3)C(=O)O2)c1	1647	1818
O=C(CCc1nc2ccccc2s1)OCC(=O)c1ccc[nH]1	1617	1653
O=C(CNCc1ccccc1)Nc1ccc(F)cc1	1607	2014
Cc1cccc(NC(=S)Nn2cnnc2)c1C	1457	2046
Cn1ccnc1SCC(=O)Nc1ccc(Cl)cn1	1335	1762
O=C1C2C3C=CC(C2C(=O)N1C1CCCCC1)C1C2C(=O)N(C4CCCCC4)C(=O)C2C31 (stereo unspecified)	1510	1629
CCOc1cc(/C=C(\C#N)C(=O)Nc2ccccc2[N+](=O)[O-])ccc1OCc1cccc2ccccc12	1382	1727
Cc1cc(SCC(=O)c2cccs2)nc2ccccc12	1603	1980
Cc1c(NC(=O)C(C)OC(=O)c2cc(-c3cccc4ccccc34)nc3ccccc23)c(=O)n(-c2ccccc2)n1C (stereo unspecified)	1819	1872

Some of these compounds in order of molecular weight, falling.
SMILES	SRC3 TRFRET art	SRC1 TRFRET art
C#CCOCCOCCOCCNc1nc(N2CCN(C(=O)[C@H]([C@@H](C)CC)n3cc([C@@H](N)CC(C)C)nn3)CC2)nc(N2CCN(C(=O)[C@H](Cc3ccc(O)cc3)n3cc([C@@H](N)CC(C)C)nn3)CC2)n1	1554	1580
Cc1ccc(-n2ncc3c(SCc4ccccc4)ncnc32)cc1	1715	1889
C/C(=N\NC(=O)CCn1nc(C)cc1C)C(C)(C)C	1678	1873

Continued.
SMILES	SRC3 TRFRET art	SRC1 TRFRET art
CC(C)(C)c1ccc(OCc2nnc(SCC(N)=O)n2N)cc1	1480	1679
CCOC(=O)c1sc2nc(Cc3ccc(Cl)cc3)[nH]c(=S)c2c1C	1773	1577
Cc1ccc(OCCOCCN(C)C)c(Cl)c1	1827	1749
Cc1ccc2[nH]c(C)cc(=S)c2c1	2534*	2798*
Cc1cccc(C2=N/C(=C/c3cccs3)C(=O)O2)c1	1598	1707
COc1ccc(C(C(=O)NC2CCCCC2)N(C(=O)CCl)c2ccccc2Cl)cc1 (stereo unspecified)	1698	1999
CN1CCN(NC(=O)CC(C)(C)C)CC1	1476	1931
CCS(=O)(=O)c1c(S(=O)(=O)CC)c2ccccn2c1C(N)=O	1701	1591
O=S(=O)(NCc1ccccc1)NCc1cccc(C(F)(F)F)c1	1499	1854
CCOC(=O)C1CCCN(CCC(=O)Nc2ccc(C)c(C)c2)C1 (stereo unspecified)	1493	1776
NC(=O)COC(=O)c1ccccc1OCc1ccccc1Cl	1726	1843
CC(=O)c1cccc(NC(=S)NC(=O)c2cccc(Cl)c2)c1	1532	1654
Clc1ccc(Cl)c(OCCCCNCc2ccccc2)c1	1394	2145
Cc1ccccc1NC(=S)N(CCCN1CCOCC1)Cc1cccnc1	1542	1809
COC(=O)Cn1c(=NC(=O)c2ccc(Cl)s2)sc2cc(F)ccc21	1801	1771
O=C(Nc1ccccc1)C1=C[C@H](c2coc3ccccc3c2=O)C[C@H](OCCCCO)O1	1691	1696

5 entries picked at random from the list so far:
SMILES	SRC3 TRFRET art	SRC1 TRFRET art
COC(=O)c1ccccc1NC(=O)N1CCN(Cc2ccco2)CC1	1640	1786
NC(=O)COC(=O)c1ccccc1OCc1ccccc1Cl	1726	1843
Cc1ccc(S(=O)(=O)Nc2ccc(N3CCOCC3)cc2)cc1[N+](=O)[O-]	1595	1864
CCOC(=O)C1CCCN(CCC(=O)Nc2ccc(C)c(C)c2)C1 (stereo unspecified)	1493	1776
CN(C)c1ccc(/C=N\NC(=O)c2ccc(Cn3cc(Cl)cn3)cc2)cc1	1381	1945

An excerpt; count on the stated rates, not on these rows.
